# Screening data deposited in PubChem BioAssay by National Center for Advancing Translational Sciences (NCATS).
# FLuc modulator: inhibits or activates purified firefly luciferase, miR-21 counter-screen | P08659 | purified FLuc, Km substrates, luminescence inhibition | Potency, µM (titrated, usually from 57.5 µM), for inactives: at the highest dose activity change, negative = inhibition, most hits filed as inhibitors | hit rate 6.9% among 360,000;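 note: potency is the fitted concentration of half-maximal effect; plate controls were vehicle for no effect and reference inhibitor for full effect; nearly all actives have a fitted effect of over 55% in size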
# Target sequence (P08659 whole entry, looked up): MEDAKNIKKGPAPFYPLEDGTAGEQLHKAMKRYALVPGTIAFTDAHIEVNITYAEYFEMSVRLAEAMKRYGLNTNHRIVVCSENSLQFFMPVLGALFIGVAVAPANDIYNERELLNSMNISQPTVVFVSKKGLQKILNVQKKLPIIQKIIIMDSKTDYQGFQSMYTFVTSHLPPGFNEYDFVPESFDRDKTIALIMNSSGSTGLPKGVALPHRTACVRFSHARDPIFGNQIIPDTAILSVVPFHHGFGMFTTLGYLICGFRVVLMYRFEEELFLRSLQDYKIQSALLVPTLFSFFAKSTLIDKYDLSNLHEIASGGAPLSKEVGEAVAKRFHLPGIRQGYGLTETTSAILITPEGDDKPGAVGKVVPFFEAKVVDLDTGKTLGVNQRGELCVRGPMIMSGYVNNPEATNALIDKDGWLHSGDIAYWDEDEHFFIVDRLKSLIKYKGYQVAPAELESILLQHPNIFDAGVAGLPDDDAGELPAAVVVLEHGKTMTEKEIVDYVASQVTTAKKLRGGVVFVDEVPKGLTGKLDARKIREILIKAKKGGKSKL
#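 Purified P. pyralis luciferase (10nM final) with 10uM D-luciferin and 10uM ATP (Km levels) in 50mM Tris acetate pH 7.5, 10mM Mg acetate, 0.01% Tween-20, 0.05% BSA; qHTS 6-point titration, ~60 µM downward; luminescence read.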
# VP16 counter: counter-screen for ROR gamma inhibitors: Gal4-VP16 reporter | Drosophila S2 Gal4-VP16 UAS-luciferase, luminescence, 20 h | Potency, µM (titrated, usually from 53.6 µM), for the others: top-dose activity, negative = inhibition, usual class: inhibitors | hit rate 3.5% among 310,000 | AID 2546;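 note: Gal4-VP16 expression switched on by copper sulfate through the metallothionein promoter; potency is the fitted concentration of half-maximal effect; % is set by controls: 0 for no effect and ±100 for the full control effect; nearly all actives have a fitted effect of over 50% in size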
# ELG1 genotoxic: induces genotoxicity in HEK293T cells with luciferase-tagged ELG1; HEK293T ELG1-luciferase reporter, luminescence, 16 h; Potency, µM (titrated, usually from 46 µM), inactives show at the highest dose activity change, positive = activation, usual class: activators; hit rate 1.3% among 330,000; AID 504466; note: potency is the fitted concentration of half-maximal effect; % of control where 0% means no effect; nearly all actives have a fitted effect of over 60% in size
#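 HEK293T cells expressing luciferase-tagged ELG1 were exposed to compound or DMSO vehicle for 16 hr at 37 °C and 5% CO2. Luciferase activity was then measured with ONE-Glo after 30 min at room temperature.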
# RORgamma inh: inhibitors of mouse ROR gamma transcriptional activity | P51450 | Drosophila S2 Gal4-RORgamma UAS-luciferase reporter, 20 h | Potency, µM (titrated, usually from 53.6 µM), for inactives: at the highest dose activity change, negative = inhibition, most hits filed as inhibitors | hit rate 5.4% among 310,000; note: potency is the fitted concentration of half-maximal effect; % is set by controls: 0 for no effect and ±100 for the full control effect; nearly all actives have a fitted effect of over 60% in size
#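 A Gal4/UAS one-hybrid system in insect cells: metallothionein-promoter Gal4–ROR gamma fusion plus Photinus luciferase reporter. Copper sulfate 700 uM final, 20 hr ambient incubation, luminescent detection after 10 min with reagent.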
# ELG1 DNA repair: ELG1-dependent DNA repair inhibition; Potency, µM (top dose mostly 46.1 µM), for the others: top-dose activity change, negative = inhibition, hits mostly inhibitors; hit rate 2.3% among 330,000; HEK293T ELG1-luciferase reporter, luminescence, 16 h; DNA damage induced by 5-fluorouridine; note: potency is the fitted concentration of half-maximal effect; % is set by controls: 0 for no effect and ±100 for the full control effect; nearly all actives have a fitted effect of over 55% in size
#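 HEK293T cells expressing luciferase-tagged ELG1 (2,000/well) received 5-Fluorouridine plus compound or DMSO for 16 hr at 37 °C. Luciferase was read by ONE-Glo luminescence after 30 min at room temperature.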
# p53 reactivator: mutant p53 re-activation in reporter cells. Potency, µM (highest dose often 92.2 µM), for the others: at the highest dose activity change, positive = activation, usual class: activators. hit rate 0.063% among 320,000. H1299 p53-A138V BP100-luciferase reporter, luminescence, 24 h. AID 504706; note: potency is the fitted concentration of half-maximal effect; % of control where 0% means no effect; nearly all actives have a fitted effect of over 45% in size
#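 p53-null H1299 cells stably carrying temperature-sensitive p53-A138V and a BP100-luciferase reporter were pinned with compounds (4-point, 1:5 series) and held 24 hrs at 37 deg C. Luminescence was read 10 min after detection reagent.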
# TRPV1 agonist: activates the human vanilloid receptor TRPV1; hit rate 0.19% among 320,000; TRPV1-expressing cells, Fluo-8 calcium influx, agonist mode; AID 540275; Q8NER1; activation, % at 8.33 µM; in the data active = activation above about 80%; inconclusive = between about 30% and that limit; note: 0% is about no effect
#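 TRPV1-expressing cells were cultured overnight at 35.5C and loaded with Fluo-8 calcium dye for 40 to 90 min at room temperature. After a 10 s baseline, compound was added and calcium influx was read kinetically for 3 min (ex 480/em 520 nm).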
# Rab9 promoter act: activators of Rab9 promoter; AID 485297; Potency, µM (highest dose often 9.22 µM), for inactives: at the top dose activation, negative = inhibition, most hits filed as activators; hit rate 2.8% among 320,000; Huh7 Rab9 promoter-luciferase reporter, luminescence, 24 h; note: potency is the fitted concentration of half-maximal effect; % of control where 0% means no effect; nearly all actives have a fitted effect of over 60% in size
#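 Cell-based reporter: Huh7 stable for Rab9 promoter-driven luciferase, plated in reduced-serum medium with 10% FBS at 1500 cells/well, compound-treated 24 h at 37 °C, luminescence read after 10 min reagent.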
# NPC1 prom act: NPC1 promoter activation. Potency, µM (series often up to 9.22 µM), for the others: at the top dose activation, most hits filed as activators. hit rate 2.4% among 320,000. Huh7 NPC1 promoter luciferase reporter, 24 h;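 note: potency is the fitted concentration of half-maximal effect; % of control where 0% means no effect; nearly all actives have a fitted effect of over 60% in size; reporter is driven by a mutant NPC1 promoter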
#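 Stably transfected Huh7 (NPC1 promoter→luciferase), 1500 cells/well in Opti-MEM + 10% FBS, 2 h settle, then compound 24 h at 37 °C. Luminescence after 10 min with Amplite reagent.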
# Tb PFK inh: T. brucei PFK enzyme inhibition | Potency, µM (titrated, usually from 57.5 µM), without a hit: at the highest dose activity, negative = inhibition, usual class: inhibitors | hit rate 0.17% among 330,000 | T. brucei PFK, ADP-Glo luminescence | O15648 | AID 485367;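 note: potency is the fitted concentration of half-maximal effect; 0% = uninhibited 1x PFK enzyme wells and -100% = no-enzyme wells; nearly all actives have a fitted effect of over 60% in size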
# Target sequence (O15648 whole entry, looked up): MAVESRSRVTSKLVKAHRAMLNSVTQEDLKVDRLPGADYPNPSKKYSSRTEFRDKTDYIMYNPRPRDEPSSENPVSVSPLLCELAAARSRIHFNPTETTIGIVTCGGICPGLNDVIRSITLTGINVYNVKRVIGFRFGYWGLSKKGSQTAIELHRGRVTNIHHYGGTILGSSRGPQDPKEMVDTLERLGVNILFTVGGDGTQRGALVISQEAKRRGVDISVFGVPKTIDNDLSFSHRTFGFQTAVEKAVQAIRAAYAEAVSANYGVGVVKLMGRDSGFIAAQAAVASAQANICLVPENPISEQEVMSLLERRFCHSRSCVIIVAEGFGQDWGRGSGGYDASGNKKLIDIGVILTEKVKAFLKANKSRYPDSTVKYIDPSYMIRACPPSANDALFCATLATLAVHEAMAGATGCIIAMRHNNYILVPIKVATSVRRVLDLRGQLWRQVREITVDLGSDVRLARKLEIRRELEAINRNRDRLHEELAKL
#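 Compounds were pin-transferred as a titration series up to 57 uM into substrate buffer (0.5 mM F6P, 0.1 mM ATP, pH 8.0), then 1.25 nM PFK was added and reactions ran 45 min before ADP-Glo detection.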
# BRCA1 expr up: activators of BRCA1 expression; MCF7-BRCA1-FFLuc reporter, luminescence, 48 h; response scale: scaled: vehicle 0%, 10 µM genistein 100%; Potency, µM (highest dose often 46.1 µM), for inactives: at the top dose activation, usual class: activators; hit rate 1.1% among 380,000; AID 624202; note: potency is the fitted concentration of half-maximal effect; nearly all actives have a fitted effect of over 80% in size; some results filed as inactive show a strong effect at the top dose
#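 First, MCF7-BRCA1-FFLuc cells (2000/well) attach for 2 h; next, compounds are pin-added and incubated 48 h at 37 °C; finally, luciferase reagent is added and luminescence read after 15 min.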
# * hit, by the source's call; ? = inconclusive; · = not tested or not shown; & = joins results of further samples; [ ] = remark or other dose. Unless noted, calls come from the whole dose curve; as a rule, active = well fitted curve in the direction sought with a large enough effect; inconclusive = small, poorly fitted or top-dose-only effect, or another doubt; inactive = no such curve, though single readings can be large; an effect the other way counts as inactive or inconclusive.
SMILES,FLuc modulator,VP16 counter,ELG1 genotoxic,RORgamma inh,ELG1 DNA repair,p53 reactivator,TRPV1 agonist,Rab9 promoter act,NPC1 prom act,Tb PFK inh,BRCA1 expr up
CCOC(=O)c1cnc2ccc(C)cn2c1=O,-2.6%,-12.3%,3.5%,-0.8%,?,2.6%,-1.4,-1.8%,2.0%,-2.7%,29.5%
Cc1ccc(C(=O)CN2C(=O)C(C)Oc3ccccc32)cc1 (configuration not stated),?,-2.9%,16.3%,13.8%,?,?,3.9,21.6%,4.3%,1.6%,11.2µM*
Cc1c(C(=O)Nc2nc3ccccc3[nH]2)cccc1[N+](=O)[O-],15.1µM*,10µM*,13.6%,7.94µM*,?,?,3.3,?,18.8%,-8.1%,24.6%
COc1cccc(-c2cc(C(=O)Nc3ccn(Cc4ccc(C)cc4)n3)no2)c1,?,3.4%,-4.2%,3.9%,?,0.3%,6.7,-7.4%,-5.3%,-7.9%,7.3%
COc1ccc(S(=O)(=O)NC(C)C)cc1C(=O)N1CCOCC1,0.0%,-12.7%,0.3%,-12.0%,10.6%,-0.3%,0.7,-2.0%,-4.2%,0.5%,29.8%
CCOC(=O)c1c(NC(=S)Nc2ccccc2)sc2c1CCN(CCc1ccccc1)C2,0.1%,1.1%,-7.2%,-7.6%,12.6%,5.8%,0.3,-2.2%,-2.5%,-7.5%,·
CCn1nc(C)c(CN2CCC(n3nccc3NC(=O)CCCc3ccccc3)CC2)c1C,-1.4%,5.0%,-2.1%,6.1%,?,-7.4%,-1.9,-2.5%,-1.2%,-1.3%,-21.6%
CCCCn1c(N)c(N(CC(C)C)C(=O)c2cccc(S(=O)(=O)N3CCN(C(C)=O)CC3)c2)c(=O)[nH]c1=O,-0.5%,·,-1.0%,·,-8.8%,-3.1%,-7.4,-0.6%,-3.2%,-3.4%,12.7%
Cc1cccc(C(=O)NNC2=CC(=O)CC(C)(C)C2)c1O,10.7µM*,-1.5%,?,?,?,5.7%,10.3,?,24.5%,-1.2%,67.6%
C=CCc1ccccc1OCC(O)Cn1ccnc1C (configuration not stated),1.9%,4.9%,-7.0%,-9.5%,?,7.9%,0.7,6.3%,-2.5%,-3.9%,-17.3%
COc1ccccc1NS(=O)(=O)c1cccc(C(=O)NNC(=O)C(NC(N)=O)C(C)C)c1 (configuration not stated),0.5%,4.6%,1.2%,-14.8%,-1.5%,-2.1%,-1.2,0.7%,-0.8%,0.8%,-1.9%
COc1cccc(C(=O)Nc2ccc3c(c2)OCO3)c1OC,9.53µM*,-1.8%,?,?,?,?,-2.7,1.58µM*,1.41µM*,-1.0%,?
COc1ccc(CCN(Cc2cc3cc(C)ccc3[nH]c2=O)C(=O)N2CCCC2)cc1OC,-5.5%,-3.6%,-1.8%,-7.6%,?,-19.0%,-2.8,5.1%,1.5%,-0.8%,-22.3%
Nc1nc(SCc2c(F)cccc2Cl)[nH]c(=O)c1-c1ccccc1,0.6%,-5.2%,11.6%,6.0%,17.6%,1.6%,-4.7,9.4%,0.9%,-1.6%,26.9%
Cc1c(NC(=O)CSc2nnnn2Cc2ccccc2)c(=O)n(-c2ccccc2)n1C,-0.6%,-10.6%,-0.2%,36.8%,-9.1%,-3.4%,3.2,-6.2%,0.6%,-3.6%,-3.6%
COc1cccc(NC2=C(C#N)C(=O)NC(c3cccc(OC)c3O)S2)c1 (configuration not stated),?,-9.6%,-2.4%,?,-5.3%,8.8%,1.1,0.0%,3.7%,-0.6%,-2.9%
CCn1c(SCC(=O)NC2CCCC2)nc2c1c(=O)n(C)c(=O)n2C,4.0%,-4.2%,0.6%,22.5%,-6.8%,-1.6%,-0.2,1.7%,1.1%,6.8%,2.8%
COC(=O)CNC(=O)c1ccc(=O)oc1,15.9%,3.7%,9.3%,-0.6%,3.9%,4.2%,1.2,-0.9%,0.8%,-1.1%,-14.6%
COc1ccc(Br)cc1CNC(=O)CCC(=O)N1CCSc2ccccc21,-6.7%&-12.6%,-2.2%,-8.1%,25.6%,-9.3%,0.5%,1.2,-0.8%,-1.2%,0.3%,-10.4%
Cc1ccc(-n2nc(C)c3onc(C)c3c2=O)cc1,0.6%,-9.3%,-3.0%,0.2%,?,1.1%,-1.1,-8.0%,3.5%,-0.3%,-24.3%
Cc1cc(C)[n+](-c2ccc(F)cc2)c2[nH]c(=O)[nH]c(=O)c12,2.1%,1.2%,0.7%,10.4%,-0.5%,-8.1%,-3.4,-10.6%,-0.3%,0.0%,-18.5%
O=C(Nc1cccc(NC(=O)c2cccs2)c1)c1ccc([N+](=O)[O-])o1,?,?,-3.9%,-33.6%,16.4µM*,-13.8%,-5.4,-22.6%,-18.5%,-10.0%,-47.9%
CC(=O)Nc1ccc(S(=O)(=O)Nc2ncccn2)cc1,1.3%,-4.8%,-0.3%,-20.9%,11.6%,-6.4%,-2.2,7.4%,-1.0%,0.3%,4.9%
O=C(c1ccco1)c1cc2c(ccc3ccccc32)oc1=O,4.6%,?,0.5%,3.6%,?,?,8.2,-1.2%,1.6%,2.6%,27.7%
Cc1ccc(S(=O)(=O)N[C@H](C(=O)N2CCC3(O)CCCCC3C2)c2ccccc2)cc1 (some centres not stated),2.0%,5.2%,-1.3%,43.5%,6.2%,-3.8%,2.2,-9.8%,0.6%,0.6%,-12.3%
CC(C)NC(=O)C1CC(=O)N(c2ccc(F)c(Cl)c2)C1 (configuration not stated),3.7%,-4.8%,-6.1%,10.1%,2.6%,4.0%,15.8,6.9%,-1.7%,1.6%,18.4%
CCN(CC(=O)NC1CCS(=O)(=O)C1)S(=O)(=O)c1ccc(C)cc1C (configuration not stated),-0.9%,-3.9%,1.6%,-6.8%,7.5%,-0.2%,1.4,-1.6%,-0.8%,0.1%,-25.3%
COc1ccc(C(=O)n2nc(C)cc2C)cc1Br,-0.8%,1.0%,3.0%,13.0%,5.9%,1.6%,10.6,-2.6%,-0.8%,-2.1%,-29.3%
CCN(CC)Cc1c(O)c(Cl)cc2c(C)cc(=O)oc12,5.9%,-3.9%,-0.7%,-10.5%,12.6%,2.2%,-0.2,11.9%,-3.3%,-10.3%,5.7%
Cc1ccc(S(=O)(=O)N(CCC#N)CCN2CCCC2)cc1,-0.9%,17.9%,-1.5%,-4.4%,-1.8%,-7.7%,-0.5,-2.4%,-0.9%,7.8%,-15.2%

# Some entries already given, showing only FLuc modulator:
structure	FLuc modulator
Nc1nc(SCc2c(F)cccc2Cl)[nH]c(=O)c1-c1ccccc1	0.6%
Cc1c(NC(=O)CSc2nnnn2Cc2ccccc2)c(=O)n(-c2ccccc2)n1C	-0.6%

# (listing goes on)
SMILES,FLuc modulator,VP16 counter,ELG1 genotoxic,RORgamma inh,ELG1 DNA repair,p53 reactivator,TRPV1 agonist,Rab9 promoter act,NPC1 prom act,Tb PFK inh,BRCA1 expr up
COc1ccc(N(C(=O)c2ccco2)C(C(=O)NC2CCCC2)c2ccc(OC)c(OC)c2)cc1 (configuration not stated),1.7%,5.7%,-2.0%,-17.3%,-16.2%,-3.4%,-4.0,-1.5%,-2.6%,1.0%,-28.7%
Cc1cc(=O)oc(C)c1C(=O)N[C@@H]1CCCCNC1=O,0.3%,-6.9%,-0.9%,-7.5%,7.4%,4.2%,0.9,8.7%,0.5%,-1.3%,22.6%
Cc1ccc(S(=O)(=O)CCSc2cccc(C(=O)O)c2)cc1,-15.1%,-17.7%,1.5%,-5.9%,20.8%,-0.4%,0.9,1.2%,-2.6%,0.7%,-1.3%
CC[C@@H]1CCCCc2ccccc2[C@H](C(=O)C[C@H](O)CC(C)=O)OC1=O,·,·,-1.6%,·,7.6%,7.2%,·,·,·,1.7%,4.5%
CCC(=O)c1ccc(OCC(=O)O)c(OC)c1,1.7%,-23.5%,-1.2%,-3.8%,-8.3%,1.3%,0.3,-2.1%,1.1%,8.1%,-4.6%
CNC(=S)N(CCO)Cc1cc2cc3c(cc2[nH]c1=O)OCO3,5.6%,-11.6%,1.7%,2.7%,0.4%,-4.0%,-3.1,-6.9%[1.84 µM],-0.1%,4.2%,-0.5%
O=C(CSc1nnc(-c2ccc(Cl)cc2Cl)n1C1CCCCC1)NC1CCS(=O)(=O)C1 (configuration not stated),2.8%,1.2%,-0.2%,16.2%,-11.1%,-0.9%,-0.5,-10.2%,-1.2%,0.6%,3.9%
CC1C(C#N)=C(N)OC2=C1C(=O)CC(C)(C)C2 (configuration not stated),0.8%,7.0%,-8.3%,-25.1%,13.4%,3.6%,3.8,6.4%,1.5%,4.3%,2.0%
